Screens deposited in PubChem BioAssay by Center for Chemical Genomics, University of Michigan.
Dicer processing: blocks human Dicer maturation of pre-miR-21; Q9UPY3; cat-ELCCA pre-miR-21 Dicer processing, chemiluminescence; active compounds read high; z-score at 25 µM; actives 6% (n = 47,000); AID 1347074; in the data active = z-score above about 3, passing the limit was not always enough;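 note: plate controls were vehicle for no effect and no enzyme for full effect; higher signal means more uncleaved substrate so more Dicer inhibition; strong numbers were not always called active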
Target sequence (Q9UPY3 whole entry, looked up): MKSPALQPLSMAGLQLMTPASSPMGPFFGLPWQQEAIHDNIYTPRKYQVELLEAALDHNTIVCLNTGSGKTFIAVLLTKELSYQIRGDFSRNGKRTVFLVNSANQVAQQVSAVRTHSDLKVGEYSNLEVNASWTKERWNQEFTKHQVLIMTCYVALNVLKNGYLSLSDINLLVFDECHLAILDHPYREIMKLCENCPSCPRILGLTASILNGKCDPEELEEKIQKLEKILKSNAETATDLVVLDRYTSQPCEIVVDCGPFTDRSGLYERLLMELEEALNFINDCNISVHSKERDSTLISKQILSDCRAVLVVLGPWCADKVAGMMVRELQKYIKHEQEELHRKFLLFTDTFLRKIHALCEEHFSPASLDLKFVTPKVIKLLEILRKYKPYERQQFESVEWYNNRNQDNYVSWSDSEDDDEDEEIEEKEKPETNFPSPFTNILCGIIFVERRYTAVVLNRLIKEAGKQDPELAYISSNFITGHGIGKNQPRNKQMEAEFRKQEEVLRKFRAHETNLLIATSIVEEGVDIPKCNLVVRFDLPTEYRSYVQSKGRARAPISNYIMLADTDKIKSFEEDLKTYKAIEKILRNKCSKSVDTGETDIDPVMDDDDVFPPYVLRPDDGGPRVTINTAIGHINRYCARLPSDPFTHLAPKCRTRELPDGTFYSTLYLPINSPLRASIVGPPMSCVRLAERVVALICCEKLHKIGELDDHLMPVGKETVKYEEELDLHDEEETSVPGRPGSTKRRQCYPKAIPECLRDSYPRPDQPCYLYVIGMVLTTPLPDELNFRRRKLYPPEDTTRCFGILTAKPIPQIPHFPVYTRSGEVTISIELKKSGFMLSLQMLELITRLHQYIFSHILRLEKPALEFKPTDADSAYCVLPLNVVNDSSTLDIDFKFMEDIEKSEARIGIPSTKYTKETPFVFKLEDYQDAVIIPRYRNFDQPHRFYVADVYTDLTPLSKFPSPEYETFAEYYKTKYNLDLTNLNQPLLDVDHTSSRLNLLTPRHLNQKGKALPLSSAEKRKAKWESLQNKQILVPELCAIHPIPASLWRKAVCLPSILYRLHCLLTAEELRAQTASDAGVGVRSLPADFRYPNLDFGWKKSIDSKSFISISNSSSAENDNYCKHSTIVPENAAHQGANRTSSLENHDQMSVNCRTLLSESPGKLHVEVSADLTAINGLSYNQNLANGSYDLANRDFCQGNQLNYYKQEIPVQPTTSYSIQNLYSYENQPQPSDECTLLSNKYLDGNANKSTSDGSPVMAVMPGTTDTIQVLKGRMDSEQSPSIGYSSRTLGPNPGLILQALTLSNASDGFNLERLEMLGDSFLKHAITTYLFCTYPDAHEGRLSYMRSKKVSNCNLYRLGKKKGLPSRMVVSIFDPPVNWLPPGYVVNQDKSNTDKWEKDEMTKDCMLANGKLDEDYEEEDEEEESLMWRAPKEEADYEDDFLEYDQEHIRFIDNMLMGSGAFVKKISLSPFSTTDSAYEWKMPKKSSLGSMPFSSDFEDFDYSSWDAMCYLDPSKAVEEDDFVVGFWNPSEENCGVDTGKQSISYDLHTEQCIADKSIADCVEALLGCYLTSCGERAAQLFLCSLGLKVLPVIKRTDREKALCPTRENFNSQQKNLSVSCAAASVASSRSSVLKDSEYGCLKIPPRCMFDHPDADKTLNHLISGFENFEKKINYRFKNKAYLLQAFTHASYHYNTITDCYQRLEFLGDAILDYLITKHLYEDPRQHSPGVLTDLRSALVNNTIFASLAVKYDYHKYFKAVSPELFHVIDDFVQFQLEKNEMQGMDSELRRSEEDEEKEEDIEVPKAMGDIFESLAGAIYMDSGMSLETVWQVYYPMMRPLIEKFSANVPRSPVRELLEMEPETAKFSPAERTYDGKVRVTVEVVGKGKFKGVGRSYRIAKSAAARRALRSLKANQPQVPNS
Starred values were filed as active, the others as inactive. A portion of the library; the hit share may differ from the screen's.

structure | Dicer processing
CCCCCOc1ccc(-c2cc(OCC)c3c(C)oc(C)c3c(=O)c2)cc1 | -0.97
N#CC(c1ccccc1)N1CCCCC1 (stereo not given) | -8.3
Cc1nn(-c2ccccc2)cc1/C=N/NC(N)=S | -2
Nc1c(C(=O)c2ccc(Cl)cc2)sc2nnc(-c3ccccc3)c(-c3ccccc3)c12 | 0.32
Cc1nc([N+](=O)[O-])c(Sc2nc3ccccc3[nH]2)n1Cc1ccccc1 | 30
CCCn1c(Cc2ccccc2)nc2ccccc21 | 0.88
O=C(Nc1cccnc1)N1CCC(Cc2cccc(Oc3ccc(C(F)(F)F)cn3)c2)CC1 | -1.2
CCOC(=O)c1c(C)nc2ccccn12 | -3.6
CSc1sc(C(=O)NN)cc1C#N | 1.3
C=CCOc1ccc(C2/C(=C(\O)c3ccc(C)cc3)C(=O)C(=O)N2c2nnc(C)s2)cc1 (stereo not given) | 1.8
CCCCOc1ccc(C(=O)CCN2CCCCC2)cc1 | -0.98
Nc1cccc(-c2nc3ccc(N)cc3[nH]2)c1 | -1.6
Nc1nc(-c2ccc(Cl)cc2)cs1 | -4.2
Cn1nccc1NC(=O)CCCC(=O)O | 0.56
Cc1nc(SCc2c(F)cccc2Cl)[nH]c(=O)c1C | -0.59
CC(C)(C)OC(=O)N1CCC(O)CC1 | -1.1
O=C1c2oc3ccc(F)cc3c(=O)c2C(c2ccc(O)cc2)N1Cc1ccc2c(c1)OCO2 (stereo not given) | 2.3
Cc1ccc(CSc2cc3c(cc2[N+](=O)[O-])C(=O)NC3=O)cc1 | 0.14
O=[N+]([O-])C1=Cc2c(ccc3ccccc23)OC1c1c(Cl)cccc1Cl (stereo not given) | -0.42
Cc1nc(N2C(=O)c3oc4ccccc4c(=O)c3C2c2ccco2)sc1C (stereo not given) | 0.12
COc1ccc(CCN2CSC(=S)N(CCc3ccc(OC)c(OC)c3)C2)cc1OC | 7.9
COC(=O)c1c(S(=O)(=O)N2CCOCC2)c(C)n(C)c1C | 2.3
c1ccc(CN2CCC(n3nnc4cccnc43)CC2)cc1 | -0.05
COc1ccc(C2C(C(=O)OC3CCCCC3)=C(C)NC3=C2C(=O)CC(C)(C)C3)c(OC)c1 (stereo not given) | 1.7
CC1(C)CC(=O)c2sc(NC(=O)CSc3nc(-c4ccccc4)c(C#N)c(=O)[nH]3)nc2C1 | 4.1*
CSCC(CSC)OC(=O)NC(=O)c1sc(C#N)c(C)c1C | -4.3
COc1cc(C2CC(=O)N(c3cc(C)on3)C(=O)C2)cc(OC)c1OC | 2.6
COc1ccc(-c2c(C(F)(F)F)oc3cc(OC(C)=O)ccc3c2=O)cc1OC | 0.12
Cn1c(=O)c2c(-c3ccccc3)n(-c3ccc(O)cc3)cc2n(C)c1=O | -0.05
Nc1ccc(Oc2c(Cl)cccc2Cl)nc1 | -1.4
COc1c(Cl)cc(Br)c(OC)c1C(=O)NC(=O)Nc1nc(C)cc(C)n1 | -0.78
O=C(O)/C=C/C(=O)Nc1cccc(NC(=O)/C=C/C(=O)O)c1 | -0.85
CCOc1cc(S(=O)(=O)n2ccnc2)ccc1Cl | -0.36
O=C(c1cc(Cl)cc(Cl)c1)c1cc(Cl)cc(Cl)c1 | -0.11
CCc1nn2c(N)c(C#N)cnc2c1-c1ccc(F)cc1 | -0.32
CCOC(=S)SCc1c(F)cccc1Cl | 4.3*
CS(=O)(=O)N1N=C(c2cccs2)CC1c1cn(-c2ccccc2)nc1-c1cccs1 (stereo not given) | 1.2
Cc1ccc(S(=O)(=O)Nc2cc(-c3ccc(C(C)(C)C)cc3)[nH]n2)cc1 | -7.2
CC(C)(CO)Cc1cc(C(C)(C)C)c(O)c(C(C)(C)C)c1 | -5.6
O=C(NC(=S)N1CCSCC1)c1ccccc1 | 0.97
COc1cc(C2C3=C(CCCC3=O)N(C)C3=C2C(=O)CCC3)ccc1O | -0.05
CCCSc1[nH]c2cc(OC)c(OC)cc2c1[N+](=O)[O-] | -1.2
O=C(CSc1nnc2c(n1)[nH]c1ccccc12)Nc1ccc(F)cc1 | -1.2
Cc1oc2ccc(NS(=O)(=O)c3cccc4ccccc34)cc2c1C(=O)OC(C)C | 0.64
COCCCNc1sc(S(=O)(=O)c2ccc(C)cc2)nc1S(=O)(=O)c1ccc(C)cc1 | -1.3
O=C(c1ccccc1)c1nn(-c2ccc(C(F)(F)F)cc2)ccc1=O | 0.04
CCOc1ccc(NC(=S)Nc2cc(-c3cccs3)[nH]n2)cc1 | -0.62
CCOC(=O)c1cncc(C(=O)OCC)c1 | 0.16
Cc1ccc(CN2C(=O)C(O)(c3c[nH]c4ccccc34)c3ccccc32)cc1 (stereo not given) | 1.8
CC(C)(C)SCCNc1nc(NCCSC(C)(C)C)nc(Sc2ccc(Cl)cc2)n1 | 0.71
Cn1nnnc1SCCNCc1cccc(OCc2ccccc2Cl)c1 | 0.08
NC(=O)COc1ccc(C2=Nc3ccccc3NC(c3ccccc3)C2)cc1 (stereo not given) | 1.4
Cn1c(-c2cccc(Br)c2)cnc1NCc1ccccc1F | 2.5
Cc1onc(-c2c(Cl)cccc2Cl)c1C(=O)Nc1ccc2[nH]cc(C#N)c2c1 | 0.29
CCCCCCCCCCC/C=C\C(C)(C)/C=C\CCCC(=O)O | -0.8
COc1cc2c(cc1OC)C(C)N(S(=O)(=O)c1cn(C)c(C)n1)CC2 (stereo not given) | 2
COc1ccc2c([N+](=O)[O-])c(N3CCOCC3)[nH]c2c1 | 2.1
N#Cc1sc2nc3ccccc3n2c1/N=C/N1CCOCC1 | -1.4
Cc1cc(C(C)(C)C)cc(C)c1NC(=O)/C=C/C(=O)O | 2.6
COC(=O)c1ccc(Br)cc1 | 0.38

At a glance, part of the list above.
structure | Dicer processing
CCCCCOc1ccc(-c2cc(OCC)c3c(C)oc(C)c3c(=O)c2)cc1 | -0.97
N#CC(c1ccccc1)N1CCCCC1 (stereo not given) | -8.3
Cc1nn(-c2ccccc2)cc1/C=N/NC(N)=S | -2
Nc1c(C(=O)c2ccc(Cl)cc2)sc2nnc(-c3ccccc3)c(-c3ccccc3)c12 | 0.32
Cc1nc([N+](=O)[O-])c(Sc2nc3ccccc3[nH]2)n1Cc1ccccc1 | 30

Next section:
structure | Dicer processing
O=S(=O)(c1ccc(Cl)cc1)N1CCN=C1COc1cccnc1 | 0.11
CC(=O)Nc1scc(C)c1-c1nc2ccccc2s1 | -0.01
COc1cccc(OC)c1COC(=O)Nc1c(-c2ccccc2Cl)noc1C | -1.5
O=C(CSC1=NCCS1)Nc1nc2ccccc2s1 | -0.6
C=CCn1c(SCC(=O)NNC(=S)NC)nnc1-c1ccccc1 | 0.18
C=CCSc1nnc(Cn2nnc3ccccc32)n1-c1ccc(Cl)cc1 | -1.8
COc1cccc(Sc2nc(SC)nc(Sc3cccc(OC)c3)c2C#N)c1 | -1.2
CN(C)/C=C(\C#N)C(=O)Nc1ccccn1 | -0.63
CCOC(=O)c1ccc2c3c(onc13)-c1ccccc1C2=O | -1.1
COc1ccc(Cc2nnc(N)s2)cc1OC | 1.1
Nc1ncc(-c2nnnn2-c2ccc(F)cc2)c(C(F)(F)F)n1 | 1.8
CN(C)/C=C/C(=N)SCc1c(Cl)cccc1Cl | 0.76
CSC(SC)=C(C#N)S(=O)(=O)C(C)C | -1.5
Cc1csc2ncnc(N3CCCCC3)c12 | -0.39
O=C(CN1CCN(c2nc3cc(Cl)ccc3s2)CC1)c1ccc(-c2ccccn2)s1 | -2.1
Cn1cnc2c1c(=O)[nH]c(=O)n2C | 3.7
O=C(NNS(=O)(=O)c1cccc(C(F)(F)F)c1)c1cc2ncc(C(F)(F)F)cc2s1 | -0.52
CCN(CC)CCSc1nnc2c3cc(F)ccc3n(CC)c2n1 | -1.4
COc1ccc(/C(O)=C2/C(=O)C(=O)N(CCc3ccccc3)C2c2ccccc2)cc1 (stereo not given) | 0.83
Nc1ccccc1Sc1nc(-c2ccccc2N)ccc1[N+](=O)[O-] | -1.1
Cc1ccc(CNc2n[nH]c(=S)s2)cc1 | 1.1
C=CCOC(=O)c1sc(N2C(=O)c3oc4ccccc4c(=O)c3C2c2cccnc2)nc1C (stereo not given) | -0.71
FC(F)(F)c1ccnc(NC2CCN(Cc3ccccc3)CC2)n1 | -1.3
Cc1nn(-c2ccccc2)c2c1C(c1ccc(Cl)cc1Cl)C1=C(CC(C)(C)CC1=O)N2 (stereo not given) | -1.1
O=C(CN1CCCN(c2ncc(C(F)(F)F)cc2Cl)CC1)Nc1c(F)cccc1F | -0.9
O=C(COCC(=O)N1CCOCC1)N1CCOCC1 | 1.1
Cc1cc(C)c2c(=O)n(C(=O)c3ccccc3)sc2n1 | -0.51
Cc1ccc(S(=O)(=O)N2CC(=O)NC(=O)C2)cc1 | -1.1
Cc1nn(-c2ccccc2)c2nc(-c3ccncc3)cc(C(F)(F)F)c12 | 0.04
CC(C)CNc1ncnc2c1sc1nc(C(C)C)c3c(c12)CC(C)(C)OC3 | 0.35
Cc1nc(N2CCOCC2)c(C#N)c(C)c1[N+](=O)[O-] | 0.54
NNC(=O)CSCCCN1CCN(c2cccc(Cl)c2)CC1 | 0.58
COc1ccc(OC)c(S(=O)(=O)NC(C)(C)C)c1 | 0.63
O=c1[nH]cnc2c1nnn2Cc1ccccc1Cl | -1.5
CCCN(CCC)CC(O)COc1ccc2ccccc2c1 (stereo not given) | 1.3
O=C1C2C3C=CC(CO)(O3)C2C(=O)N1c1cccc2ccccc12 (stereo not given) | -0.35
Cc1cc(C)c(-n2nnnc2SCc2c(F)cccc2Cl)c(C)c1 | -0.97
COc1cccc(C2CC(c3ccc(Br)cc3)=NN2C(=O)CCC(=O)O)c1OC (stereo not given) | -0.46
CCOc1ccc(S(=O)(=O)n2cnc(C)c2)c(C)c1C | 0.46
CC(=O)N/C(=C\c1ccc(OC(F)F)cc1)C(=O)O | -0.63
Cc1[nH]nc2c1C(c1ccccc1OCc1ccccc1Cl)C(C#N)=C(N)O2 (stereo not given) | -0.93
C#CCN1C(=O)c2ccccc2S1(=O)=O | 2.6
CC1=NN(c2ccccc2)C(=O)C1C(=O)c1ccc(Br)cc1 (stereo not given) | -2.8
CC(C)(CC(=O)O)CC(=O)Nc1ccc2ccccc2n1 | -1.6
CCOC(=O)c1cnc2cc3c(cn2c1=O)CCCC3 | 2
O=C(NCSC1=NCCS1)c1ccccc1 | 0.27
COc1cc(-c2n(C)c3ccccc3[n+]2C)ccc1O | -0.27
N#CNC(=Nc1ccccc1C(F)(F)F)N1CCCC1 | 0.35
N#Cc1cnn(C(=O)c2cccs2)c1C1CC1 | 0.88
COC(=O)c1ccc(N2C(=O)CSC2c2ccc(Br)cc2)cc1 (stereo not given) | 1.8
Oc1ccc(-n2nnnc2SCc2cc(F)cc(F)c2)cc1 | 0.61
CC(=O)CN1C(=O)c2ccccc2S1(=O)=O | -1.4
Oc1ccc(CCc2n[nH]c(=S)n2-c2cccc(C(F)(F)F)c2)cc1 | -0.66
Cn1c(Sc2ccc(C(F)(F)F)cc2[N+](=O)[O-])nnc1-c1csc2ccc(Cl)cc12 | -0.73
O=C(c1ccccc1)C(C(=O)N1CCc2ccccc2C1)n1cc(Cl)ccc1=O (stereo not given) | -0.4
CCC1CC(C)(C(=O)Nc2ccc(S(N)(=O)=O)cc2)OC1=O (stereo not given) | 1.6
CC1(C)CC(=O)C2=C(C1)N1C(=C(C#N)C2c2cccnc2)N=C(N)c2ccccc21 (stereo not given) | -1.9
Cc1ccnc(NC(c2cc(C)ccc2O)c2ccc3cccnc3c2O)c1 (stereo not given) | 11*
COC(=O)C1=C(C(=O)OC)SC(=C2C(=S)C(C)(C)N(C)c3ccc(C)cc32)S1 | 2.7
CCOc1cc(Br)cc(C2NC(=O)c3c(sc4c3CCN(C)C4)N2)c1O (stereo not given) | -0.42

New compounds follow.
structure | Dicer processing
O=C(Cn1c(=O)sc2ccccc21)NCc1ccccc1 | 0.61
Cc1ccc2nc(S/C=C\C(=O)c3ccccc3)[nH]c2c1 | -1.9
Cc1cc(F)ccc1NC(=O)c1sc2nc(-c3ccncc3)ccc2c1N | 0.59
CC(C)(C)c1csc(=Nc2ccc(F)cc2F)o1 | 1.4
Cn1nc(-c2ccccc2)cc1NC(=O)c1cccs1 | -0.87
CC(c1ccccc1)n1c(SCC(=O)N2CCOCC2)n[nH]c1=O (stereo not given) | 13*
CCCC(=O)N(c1ccc2oc(=O)sc2c1)S(=O)(=O)c1ccc(C(=O)O)cc1 | -0.07
CC(C)(C)C(=O)NC(=O)Nc1cc(C(F)(F)F)ccc1Cl | 4.1*
Cc1nnc(SCC2=NN(c3nc4ccccc4[nH]3)C(=O)C2)s1 | 3.2*
CN(CCC#N)c1ccc(C=C2C(=O)NC(=O)NC2=O)cc1 | -3.5
CN1C(C(=O)c2ccccc2)=C(OC(=O)COc2ccccc2)c2ccccc2S1(=O)=O | -0.59
Cc1cc(NC(=O)Nc2ccc(Cl)cc2)n(C)n1 | 1.5
CCOC(=O)c1cc(C(C)(C)C)n(-c2ccc([N+](=O)[O-])cc2)c1C | -0.82
NNC(=S)NC1CCCCCCCCCCC1 | 2.2
COc1ccc(C2C(C#N)=C(N)Oc3n[nH]c(C)c32)cc1 (stereo not given) | -3.9
O=C(NC(=O)N1CCN(c2ccc(C(F)(F)F)cc2[N+](=O)[O-])CC1)c1ccccc1Cl | -1.3
COC(=O)C(NC(=O)OCc1ccccc1)C(C)O (stereo not given) | 1.1
CCOC(=O)c1sc(N)c(C#N)c1C | 1.9
CCOC(=O)Oc1ccc2c(=O)c(Oc3cc(C)cc(C)c3)coc2c1 | 0.12
CC(=O)NNC(=O)c1c(C)nc2cc(C)ccn12 | -1
COc1ccc(NC(=O)OCCn2c([N+](=O)[O-])cnc2C)cc1 | 1.7
Clc1ccc(/C=N/Nc2nc(-c3cc(-c4ccccc4)no3)cs2)cc1 | -2.3
